Screening results from PubChem BioAssay.
EBV LMP1 NFkB: inhibitors of Epstein-Barr LMP1-induced NF-kappaB reporter | hit rate 0.69% among 350,000 | AID 504558 | LMP1-induced NF-kappaB luciferase reporter cells, luminescence | inhibition, % at 12.5 µM; in the data active = inhibition above about 41%;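 note: 0% = neutral control wells and 100% = reference inhibitor control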
TROY signal inh: inhibitors of TROY-dependent NF-kB signaling. AID 1347056. Q293 LMP1-TROYcd NF-kB luciferase reporter, 4 h. hit rate 0.98% among 360,000. inhibition, % at 10 µM;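 active = compounds whose plate-normalised and pattern-corrected inhibition of the luciferase reporter signal at the single screening dose is 50% or more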
C8 TRAIL sens: sensitizes caspase-8 expressing cells to TRAIL | NB7+C8 cells + TRAIL, ATPlite viability luminescence | inhibition (viability loss, TRAIL sensitization), % at 10 µM | hit rate 1% among 360,000 | AID 624354;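 active = compounds causing at least 50% loss of cell viability in the single-dose screen, relative to plate controls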
NR5A2 inv ag: inverse agonists of human LRH-1 (NR5A2); HEK293T StAR-luciferase reporter, LRH-1 transfected, 24 h; AID 602396; hit rate 0.13% among 360,000; inhibition, % at 3.6 µM; O00482;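 active = inhibition above the mean inhibition of all tested compounds plus 3 SD, cut at about 73% in these data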;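 note: 0% = DMSO wells and 100% = reporter-only cells lacking LRH-1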
TWEAK Fn14 block: blocks TWEAK-Fn14 interaction in a reporter cell assay. TWEAK-stimulated Fn14 reporter cells, luciferase luminescence, 8 h. inhibition, % at 10 µM. hit rate 2% among 360,000. AID 1159606; in the data active = inhibition above about 50%
NCOA1 inh: human NCOA1 inhibition; Q15788; HEK293 GAL4-SRC1 luciferase reporter, luminescence; inhibition, % at 3.6 µM; hit rate 0.12% among 360,000; AID 588354;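 active = inhibition above the campaign mean plus 3 SD, with each screening campaign given its own cutoff, cut at about 60% in these data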;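 note: 0% = DMSO treated cells and 100% = gossypol at 36 µM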
SRC2 inh: inhibits human steroid receptor coactivator 2; AID 651957; hit rate 0.17% among 370,000; Q15596; HEK293 GAL4-SRC2 luciferase reporter, luminescence; inhibition, % at 9 µM;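 active = inhibition above the mean inhibition of all tested compounds plus 3 SD, set per campaign, cut at about 52% in these data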;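 note: 0% = DMSO treated cells and 100% = cells given Gossypol at 36 µM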
Target sequence (Q15596 whole entry, looked up, the tested form may be a part): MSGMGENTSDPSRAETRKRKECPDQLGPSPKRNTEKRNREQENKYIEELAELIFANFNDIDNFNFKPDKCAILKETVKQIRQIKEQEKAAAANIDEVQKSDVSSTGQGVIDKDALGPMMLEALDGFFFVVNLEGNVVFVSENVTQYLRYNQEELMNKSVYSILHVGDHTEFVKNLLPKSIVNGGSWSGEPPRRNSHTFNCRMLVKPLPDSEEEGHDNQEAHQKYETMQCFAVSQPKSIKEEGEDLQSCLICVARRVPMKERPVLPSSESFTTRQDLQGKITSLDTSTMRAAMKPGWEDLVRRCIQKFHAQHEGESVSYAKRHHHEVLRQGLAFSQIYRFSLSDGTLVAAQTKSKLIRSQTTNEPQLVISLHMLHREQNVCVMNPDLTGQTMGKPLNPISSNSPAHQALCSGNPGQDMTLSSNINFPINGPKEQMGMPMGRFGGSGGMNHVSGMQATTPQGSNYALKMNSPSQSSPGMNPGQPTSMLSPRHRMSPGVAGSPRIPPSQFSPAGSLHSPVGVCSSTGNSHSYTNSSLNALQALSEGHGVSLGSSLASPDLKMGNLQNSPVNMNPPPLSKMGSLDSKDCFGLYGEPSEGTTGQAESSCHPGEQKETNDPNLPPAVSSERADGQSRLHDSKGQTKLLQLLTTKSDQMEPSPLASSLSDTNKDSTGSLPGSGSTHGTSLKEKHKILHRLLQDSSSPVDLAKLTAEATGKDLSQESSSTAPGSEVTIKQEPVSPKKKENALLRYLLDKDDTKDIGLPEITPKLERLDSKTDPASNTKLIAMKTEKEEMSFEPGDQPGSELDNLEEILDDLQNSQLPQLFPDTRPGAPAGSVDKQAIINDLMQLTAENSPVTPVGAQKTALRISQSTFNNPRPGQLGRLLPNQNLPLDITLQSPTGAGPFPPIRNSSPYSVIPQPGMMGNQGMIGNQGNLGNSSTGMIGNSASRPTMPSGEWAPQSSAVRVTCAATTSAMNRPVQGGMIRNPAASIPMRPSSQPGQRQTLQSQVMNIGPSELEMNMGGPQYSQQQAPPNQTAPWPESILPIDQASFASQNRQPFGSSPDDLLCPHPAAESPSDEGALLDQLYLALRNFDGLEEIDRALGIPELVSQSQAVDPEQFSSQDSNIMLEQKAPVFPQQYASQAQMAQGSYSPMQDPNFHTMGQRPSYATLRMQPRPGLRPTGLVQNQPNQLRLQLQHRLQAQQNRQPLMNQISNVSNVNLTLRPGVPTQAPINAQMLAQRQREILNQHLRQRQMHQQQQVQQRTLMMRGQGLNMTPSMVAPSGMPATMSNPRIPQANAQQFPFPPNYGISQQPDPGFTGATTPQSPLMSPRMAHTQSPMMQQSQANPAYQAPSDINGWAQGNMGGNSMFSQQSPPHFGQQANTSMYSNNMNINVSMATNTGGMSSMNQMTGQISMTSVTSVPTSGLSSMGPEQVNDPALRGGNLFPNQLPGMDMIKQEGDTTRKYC
CF NFkB block: inhibitors of cystic fibrosis induced NF-kB | KKLEB NF-kB-GFP reporter, PAF-induced, GFP fluorescence overnight | inhibition, % at 5 µM | hit rate 0.86% among 360,000 | AID 588850;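 active = at least 50% inhibition at 5 µM, scaled per plate between neutral and stimulator controls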;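 note: PAF is a Pseudomonas aeruginosa culture filtrate used as stimulus; plate controls were PAF-stimulated DMSO wells for no effect and unstimulated DMSO wells for full effect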
NR2F2 inh: NR2F2 (human) inhibition, primary screen. P24468. HEK293T NGFI-A luciferase reporter, luminescence. inhibition, % at 8.6 µM. hit rate 0.7% among 370,000. AID 686940;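 active = inhibition above a per-plate cutoff, mean inhibition of test wells between control levels plus 3 SD, cut at about 38% in these data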;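 note: cells cotransfected with COUP-TFII expression vector driving the NGFI-A reporter; 0% = median of COUP-TF2 test wells and 100% = reporter-only cells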
SRC3 inh: human NCOA3 inhibition; inhibition, % at 3.6 µM; Q9Y6Q9; HEK293 GAL4-SRC3 luciferase reporter, luminescence; hit rate 0.17% among 360,000;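 active = inhibition above a per-campaign cutoff, the mean of all compounds plus 3 SD, cut at about 60% in these data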;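 note: 0% = DMSO-treated cells and 100% = gossypol-treated cells at 36 µM; higher means less SRC3-driven luciferase light from the GAL4 reporter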
KKLEB tox: CF airway cell cytotoxicity counter-screen; KKLEB CF airway cells viability, ATPlite luminescence, overnight; stronger effect = lower value; cells stimulated with P. aeruginosa culture filtrate; activity change (cytotoxicity), % at 5 µM; hit rate 0.36% among 360,000;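 active = corrected activity change at or below -50% at 5 µM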
Numbers without * were called inactive; nt = not tested or not shown.

SMILES | EBV LMP1 NFkB | TROY signal inh | C8 TRAIL sens | NR5A2 inv ag | TWEAK Fn14 block | NCOA1 inh | SRC2 inh | CF NFkB block | NR2F2 inh | SRC3 inh | KKLEB tox
CSc1ccc(CCNS(=O)(=O)c2csc(C(N)=O)c2)cc1 | 9 | 8 | 4 | 6 | 0 | 17 | 0 | 15 | 7 | -40 | -10
COc1ccc(OCC(=O)Nc2ccccc2O)cc1 | -9 | -62 | 4 | -117 | -5 | -97 | nt | -6 | nt | -57 | -9
Clc1ccc(OCCn2ccnc2)c(Br)c1 | -6 | 8 | -16 | -10 | -11 | -8 | 7 | 0 | 14 | 4 | 1
Nc1ccccc1Nc1ccccc1 | -2 | -6 | 2 | -16 | 4 | -16 | 23 | 16 | 24 | 6 | 7
CCNc1nc(NCC)n2c(SCC(=O)Nc3ccc(C)c(C)c3)nnc2n1 | 2 | -2 | 6 | 14 | -2 | -24 | -28 | 28 | 8 | 10 | -12
CC1(Cc2ccc(Cl)cc2)C(=O)Nc2ccc(S(=O)(=O)NC3CCCCC3)cc21 (centres undefined) | nt | 21 | 7 | -22 | 17 | -19 | -9 | 13 | 9 | -9 | 13
Cc1ccc(C(C)C)c(O)c1C(=O)O | 3 | -30 | -8 | -7 | -6 | 1 | -16 | -27 | 12 | -10 | 16
COc1cc(O)c(C(CC(=O)N2CCOCC2)c2ccc(N(C)C)cc2)c(OC)c1 (centres undefined) | 0 | -5 | 2 | -27 | 7 | -8 | 0 | -14 | 9 | -3 | 3
O=C(/C=C/[C@H]1O[C@@H](n2cnc3c(NC(=O)c4ccccc4)ncnc32)[C@H](O)[C@@H]1O)NCC1CCCCC1 | nt | -5 | 9 | -23 | -13 | 2 | -2 | -15 | -2 | 22 | 0
O=C(CCCn1c(SCC(=O)c2ccc(F)cc2)nc2ccccc2c1=O)NCc1ccco1 | 8 | 5 | 11 | -1 | 18 | 4 | 4 | 2 | 9 | 2 | -2
CCOCC(=O)Nc1c(C(=O)Nc2ccc3c(c2)OCO3)oc2ccccc12 | -11 | -10 | 12 | -32 | 16 | -59 | -36 | -15 | -3 | -56 | -2
O=C(NCc1ccccc1)c1cc[n+](CC(=O)c2cccs2)cc1 | -4 | -6 | -8 | -9 | 12 | 8 | -11 | -20 | -16 | 8 | 0
O=c1cc(N2CCCCC2)c(-c2ccccc2)nn1Cc1cccc(F)c1 | -2 | -20 | 2 | 1 | -1 | 6 | 29 | 12 | 4 | 8 | -9
CCc1ccc(/C=C2\SC(N3CCCC3)=NC2=O)cc1 | 0 | 58* | 1 | 9 | 41 | -5 | -20 | -18 | 1 | 18 | -4
Cc1c(CC(=O)O)c(=O)oc2cc3occ(-c4ccc(F)cc4)c3cc12 | -1 | -21 | -11 | -2 | -29 | -9 | -4 | -39 | 4 | -5 | -1
COc1ccc(CNC(=O)c2cccc3c(-c4ccc(F)c(F)c4)coc23)cc1OC | nt | 45 | 12 | 19 | 64* | 18 | nt | -34 | nt | 15 | 5
C[C@H](NC(=O)C1CCN(S(=O)(=O)c2ccccc2)CC1)C(=O)NCc1cccc(C(F)(F)F)c1 | -13 | -2 | -20 | 2 | 5 | 9 | 1 | -4 | 16 | 7 | 1
CCN(Cc1ccc(O)cc1)CC1CCCN(CCc2cccc(F)c2)C1 (centres undefined) | 6 | -9 | -10 | 5 | -4 | 0 | 5 | 6 | 9 | 3 | -8
COc1ccccc1CNC(=O)C(C)Sc1ccc(C)cc1 (centres undefined) | -9 | -5 | -4 | 0 | 17 | -7 | 4 | -9 | 1 | 8 | -10
CC(=O)c1cccc(-c2ccnc3c2CC(C(=O)Nc2cccc(NS(C)(=O)=O)c2)O3)c1 (centres undefined) | nt | 6 | 76* | 0 | -20 | 19 | 6 | -9 | 22 | 27 | -1
Cc1cc(C)cc(OCC(=O)OCC(=O)NC2CC2)c1 | -2 | -12 | -16 | 4 | 6 | -12 | 5 | 3 | -5 | -9 | 0
CCN(C(=O)c1cccc(F)c1)c1ccccc1C | 5 | 0 | 0 | 7 | 12 | -17 | 4 | 8 | 4 | 2 | -6
COC(=O)C1CC(=O)N(CCc2c[nH]c3ccccc23)C1 (centres undefined) | -28 | 5 | 1 | 8 | 45 | -2 | -26 | -14 | 6 | -30 | 0
O=C(CN1C(=O)NC2(CCCCC2)C1=O)Nc1ccccc1Cl | 1 | -5 | 7 | 10 | 10 | 16 | -3 | -11 | -4 | 25 | 12
CCCCOC(=O)Nc1ccc(C(C)C)cc1 | -61 | -86 | -13 | -90 | -41 | -84 | -51 | -10 | -26 | -43 | -2
SMILES | EBV LMP1 NFkB | TROY signal inh | C8 TRAIL sens | NR5A2 inv ag | TWEAK Fn14 block | NCOA1 inh | SRC2 inh | CF NFkB block | NR2F2 inh | SRC3 inh | KKLEB tox
COCCCn1cc(CN2CC(N3CCN(Cc4ccccc4F)CC3)CS2(=O)=O)nn1 (centres undefined) | nt | -4 | -1 | -4 | -2 | nt | 12 | nt | -5 | nt | nt
COc1cc(OC)cc(C(=O)Nc2nc3ccccc3[nH]2)c1 | -14 | -6 | 53* | -101 | -21 | -94 | -84 | -3 | -22 | -104 | -13
N#Cc1ccccc1OCC(=O)Nc1nc(-c2ccccn2)cs1 | 25 | 10 | -15 | 24 | 21 | 8 | 26 | 0 | -1 | 4 | 5
Cc1ccc(Oc2nsnc2N2CCOCC2)cc1 | -7 | -3 | -2 | -21 | -15 | -19 | -2 | -8 | -20 | 2 | 9
Cc1cccc(C(O)c2ncc(-c3ccc(Cl)cc3)[nH]2)c1C (centres undefined) | nt | 8 | -13 | 8 | -16 | -3 | -20 | 27 | 23 | 11 | -12
Cc1nc(=O)c(-c2ccccc2)c(C)n1CCCO | -6 | 3 | 1 | 6 | -21 | -12 | 6 | -7 | -15 | 18 | 12
CCc1ccc(N(CC(=O)Nc2sc3c(c2C(=O)OC)CCCC3)S(C)(=O)=O)cc1 | 10 | -19 | -5 | -4 | 7 | -1 | 18 | 10 | 6 | 2 | -15
Cc1cc2ccccc2c(=O)n1CC(=O)NCCC1=CCCCC1 | 1 | -11 | -1 | -9 | 29 | -2 | -24 | -6 | -11 | 16 | 3
CN(C)S(=O)(=O)c1ccc(Cl)c(NC(=O)COC(=O)CNS(=O)(=O)c2c(F)cccc2F)c1 | 1 | -3 | -2 | 4 | 5 | -7 | -24 | 15 | -5 | 5 | -4
CCOC(=O)C1(C)/C(=N/Nc2ccc(S(N)(=O)=O)cc2)C(=O)C(=O)N1c1ccccc1 (centres undefined) | 5 | -3 | -1 | 8 | 11 | 7 | 3 | 9 | 0 | 5 | 2
Cc1ccc(S(=O)(=O)NN)c(C)c1N1CCCC1=O | -18 | -8 | 5 | 18 | -8 | -9 | 6 | 13 | -6 | 7 | -10
CN1CCN(NC(=O)c2ccc(S(=O)(=O)N3CCCCCC3)cc2)CC1 | 9 | 9 | -1 | 19 | -10 | -4 | -17 | -13 | -13 | -6 | 10
Cc1cc(NC(=O)CSc2nc(-c3cccs3)cc(C(F)(F)F)n2)no1 | 20 | 11 | -3 | 32 | -13 | 6 | 7 | 29 | -12 | 25 | -24
O=C(NCc1ccccc1Cl)C1CCCN(S(=O)(=O)c2cccc3nsnc23)C1 (centres undefined) | 1 | 45 | -11 | 10 | 23 | -18 | 6 | 12 | 21 | 5 | 0
CCCc1nnc(SCC(=O)NC2CC2)n1CC | 3 | 7 | -1 | -6 | 26 | 11 | 0 | -23 | -9 | 5 | 11
Cc1cc(NC(=O)Cn2c(=O)c3c(ncn3CC(C)C)n(Cc3ccccc3)c2=O)no1 | -14 | 4 | -7 | -21 | -11 | 0 | -8 | -3 | 7 | 12 | -1
CCc1nnc(NS(=O)(=O)c2ccc(NS(=O)(=O)c3ccccc3[N+](=O)[O-])cc2)s1 | nt | 13 | 8 | -1 | 4 | 7 | 10 | 2 | -6 | -10 | -2
Clc1ccc(Oc2cnns2)cc1Cl | 2 | nt | -5 | -3 | 19 | 18 | 11 | 5 | -10 | -13 | 0
Cc1cc(C(=O)OCC(=O)NCc2ccc(F)cc2)c2ccccc2n1 | 2 | -1 | 4 | -15 | 5 | -4 | -19 | -8 | -2 | 5 | 6
CC(NC(=O)C1CCN(C(=O)c2ccc(F)cc2)CC1)c1ccc(S(N)(=O)=O)cc1 (centres undefined) | -5 | 2 | 2 | -19 | -3 | 17 | 1 | -6 | -4 | -7 | 10
Oc1c(/C=N/c2ncn[nH]2)ccc2ccccc12 | -10 | 6 | -14 | 5 | 33 | 2 | -5 | 8 | -6 | 4 | 6
CC(O)(c1cccnc1)c1nc(-c2cccc3cccnc23)cs1 (centres undefined) | nt | -12 | -1 | 16 | -56 | -25 | -50 | -9 | -10 | -4 | 6
Cc1ccc(C)c(C(C)NC(=O)c2ccccc2Br)c1 (centres undefined) | 2 | 5 | -7 | 2 | -14 | 6 | 17 | -18 | -5 | 19 | 8
COc1cc(OC)nc(NC(=O)NS(=O)(=O)c2ccc(F)cc2)n1 | 5 | -21 | 33 | -5 | 10 | -11 | -17 | 4 | -6 | 10 | 1
O=C(N/N=C/c1ccncc1)c1sc2ccccc2c1Cl | 11 | -39 | -12 | -24 | 0 | 18 | -13 | -6 | -13 | 0 | -19
SMILES | EBV LMP1 NFkB | TROY signal inh | C8 TRAIL sens | NR5A2 inv ag | TWEAK Fn14 block | NCOA1 inh | SRC2 inh | CF NFkB block | NR2F2 inh | SRC3 inh | KKLEB tox
CC1(C)Cc2c(sc(NC(=O)c3ccc(C(=O)c4ccccc4)cc3)c2C(N)=O)C(C)(C)N1 | -7 | 16 | 21 | 7 | -46 | -20 | 9 | 45 | 11 | -14 | -33
NS(=O)(=O)c1ccc(CNC(=O)Cc2c(F)cccc2Cl)cc1 | -10 | 3 | 20 | 3 | -4 | -2 | 11 | 6 | 4 | 4 | -5
CCOC(=O)N1CCN(Cc2nc3cc(NC(=O)CC)ccc3n2CC)CC1 | 2 | -4 | -6 | -17 | 8 | 3 | 5 | 7 | -14 | 2 | 5
O=C(COc1ccc(Cl)cc1)OCC(=O)N1CCOCC1 | 1 | 11 | 5 | -14 | -1 | -4 | 3 | 20 | -3 | 12 | 6
CCOC(=O)N1CCN(C(=O)CSCc2ccccc2C)CC1 | -5 | -44 | -21 | -19 | -22 | -22 | -68 | 0 | 2 | -1 | 6
O=C(O)c1cccc(NC(CNS(=O)(=O)c2ccc(Cl)cc2)c2ccccc2)c1 (centres undefined) | -6 | -17 | 5 | -5 | 1 | 19 | 0 | -12 | 2 | 4 | 17
COc1ccc(OC)c(NC(=O)c2ccc(CSc3ncccn3)cc2)c1 | 2 | -2 | -5 | 9 | -18 | 14 | -14 | -11 | 1 | 20 | 20
COc1ccc(C(C)(C)C)cc1NC(=O)c1ccc2c(c1)SC1=NS(=O)(=O)CCN12 | -6 | -26 | 2 | -4 | -6 | 5 | -27 | 22 | 19 | 12 | -20
CCC(Sc1nc(=O)cc(N)n1-c1cccc(C)c1)C(=O)Nc1cc(C)on1 (centres undefined) | 1 | 38 | 6 | 15 | 27 | 11 | -2 | 19 | 43* | 18 | -18
Cc1nccc(-c2ccc(-n3cnc4ccccc43)cc2)n1 | 2 | -9 | 0 | 2 | 13 | 21 | 18 | 46 | 23 | 42 | -8
